From PubChem
SV40 large T antigen – SV40 large T antigen inhibitors, biochemical (AID 1903) | one-dose inhibition, % at 20 µM; IC50 in µM for titrated hits | SV40 large T antigen ATPase/helicase inhibition assay; higher % means a stronger effect | hit rate 0.39% among 310,000; in the data active = a potency from the dose series; inconclusive = inhibition mostly from about 32% at the one dose, without a potency; inactive = the rest, 99 in 100 with inhibition below about 32%; also: strong numbers were not always called active
HIV peptide binding – inhibitors of HIV fusion peptide binding, primary screen, biochemical, uHTS, fluorescence dequenching (AID 1986). cell-free peptide binding, fluorescence dequenching, 30 min; higher % means a stronger effect. inhibition, % at 20 µM; hits with a dose series show IC50 in µM. hit rate 0.3% among 290,000; in the data active = inhibition mostly above about 52%, no sharp cut-off; inactive = mostly below about 76%; also: some results filed as inactive read as strong as hits
XIAP antagonists – XIAP antagonists, biochemical, IAP family, fluorescence polarization (AID 1018) | XIAP BIR domain, fluorescence polarization peptide displacement; higher % means a stronger effect | one-dose displacement, % at 20 µM; IC50 in µM for titrated hits | hit rate 0.007% among 200,000; in the data active = displacement above about 50%; also: a part of the inactive calls stands beside numbers as strong as those of hits
LYP phosphatase – inhibitors of LYP phosphatase, biochemical, fluorescence intensity, uHTS (AID 1779); Tyrosine-protein phosphatase non-receptor type 22 (Homo sapiens); hit rate 0.054% among 290,000; one-dose inhibition, % at 11.5 µM; IC50 in µM for titrated hits; recombinant LYP phosphatase, fluorescence intensity; higher % means a stronger effect; in the data active = inhibition above about 50%;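 also: plate controls were vehicle with enzyme for no effect and no enzyme for full effect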
MgcRacGAP inhibition – MgcRacGAP GTPase-activating activity inhibitors, confirmation, biochemical, ADP Hunter fluorescence. MgcRacGAP-stimulated Rac1 GTP hydrolysis, ADP Hunter fluorescence; higher % means a stronger effect; GST-tagged Rac1 F28L mutant substrate. inhibition, % at 30 µM; hits with a dose series show IC50 in µM. hit rate 0.6% among 340,000;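 active = first-screen hits whose inhibition reached a set limit at any dose in the follow-up dose series; inconclusive = inhibition above the set first-screen limit but never retested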;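 also: fluorescence reports GDP produced by GAP-driven GTP hydrolysis; strong numbers were not always called active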
RSV antiviral HEp-2 – RSV antiviral activity via CPE protection, HEp-2 cells, primary 10 µM value included (AID 2391); CPE inhibition, % at 10 µM; hits with a dose series show IC50 in µM; hit rate 0.13% among 310,000; HEp-2 cells, RSV-induced CPE inhibition; higher % means a stronger effect; in the data active = a potency from the dose series; inconclusive = CPE inhibition mostly from about 23% at the one dose, without a potency; inactive = the rest, 99 in 100 with CPE inhibition below about 21%; also: strong numbers were not always called active
Siah-1 displacement – Siah-1 peptide-binding antagonists, primary screen, biochemical, fluorescence polarization, rhodamine-plectin, uHTS (AID 1817). E3 ubiquitin-protein ligase SIAH1 (Homo sapiens). Siah-1 / rhodamine-plectin peptide fluorescence polarization; higher % means a stronger effect. one-dose displacement, % at 20 µM; IC50 in µM for titrated hits. hit rate 0.02% among 290,000;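 active = displacement of at least 50% at 20 µM, with a fluorescence ratio check between 0.3 and a set limit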;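 also: plate controls were Siah plus tracer with DMSO for no effect and tracer alone without Siah for full effect; strong numbers were not always called active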
NS5 inhibitors – Dengue-2 NS5 methyltransferase inhibitors, primary screen, biochemical, confirmation dose response (AID 588689). Genome polyprotein (Dengue virus type 2 (strain 16681-PDK53)). Dengue-2 NS5 methyltransferase capping enzyme assay, biochemical; higher % means a stronger effect. inhibition, % at 25 µM; hits with a dose series show IC50 in µM. hit rate 0.3% among 340,000; in the data active = a potency from the dose series; inconclusive = inhibition above about 29% without an active follow-up result
AID2073 – inhibitors of Mint1-CaV2.2 protein interaction, biochemical, HTRF (AID 2073). hit rate 0.19% among 290,000. Voltage-dependent N-type calcium channel subunit alpha-1B (Homo sapiens). one-dose inhibition, % at 20 µM; IC50 in µM for titrated hits. HTRF protein-protein interaction, Mint1-CaV2.2; higher % means a stronger effect; in the data active = inhibition mostly above about 51%, no sharp cut-off; inconclusive = no clear call, values can overlap the other calls; inactive = mostly below about 53%; also: some results filed as inactive read as strong as hits
The depositor's hits bear a star; ? = inconclusive; · = not tested or not shown; & = joins results of further samples. Rows were taken by chance; 1.7% or so of the library scored in one or more.

SV40 large T antigen	HIV peptide binding	XIAP antagonists	LYP phosphatase	MgcRacGAP inhibition	RSV antiviral HEp-2	Siah-1 displacement	NS5 inhibitors	AID2073	compound
10%	·	·	·	7%	-2.0%	·	-4%	·	Cc1ccc(NC(=O)CSCC(=O)Nc2ccc(S(=O)(=O)N3CCCC3)cc2)cc1
4%	-1.5%	-0.6%	7%	2%	2.8%	-5%	-3%	15%	CCCCC(=O)Nc1ccc(C(=O)Nc2cc(C(F)(F)F)ccc2Cl)cc1
10%	-0.8%	-1.6%	-3%	15%	·	0%	-5%	4%	C1=CC2CC1CC2CN1CCN(c2ccccc2)CC1 (configuration not stated)
-2%	-0.3%	-8.5%	-3%	6%	2.8%	-5%	-3%	-11%	O=S(=O)(c1ccc2ccccc2c1)N(CC1CO1)c1ccccc1 (configuration not stated)
5%	-1.0%	·	-9%	10%	0.5%	5%	7%	2%	O=C(Nc1nncs1)c1cc(S(=O)(=O)N2CCCCC2)ccc1Cl
15%	·	·	·	4%	0.8%	·	6%	·	COc1ccc(S(=O)(=O)N2CCOC23CCN(S(=O)(=O)c2cc(C)ccc2OC)CC3)cc1
19%	·	·	·	5%	17%	·	1%	·	Cc1ccc(S(=O)(=O)N2CCCCC2)cc1C(=O)N(CCc1ccccc1)Cc1ccccc1
14%	0.5%	-4.7%	-4%	9%	1.6%	-4%	1%	0%	CC(C)c1cc(C(=O)NCc2ccco2)no1
11%	0.5%	·	-3%	12%	4.2%	-1%	-6%	24%	CC(C)(C)c1ccc(S(=O)(=O)Nc2noc3ccccc23)cc1
35%	0.4%	-5.6%	-4%	38%	8.6%	-1%	2%	-24%	COc1cc(/C=N/Nc2ncc(C(F)(F)F)cc2Cl)cc(OC)c1O
14%	-0.5%	·	-10%	30%	-0.8%	-1%	-4%	13%	Brc1cccc(CN2CCN(c3ncccn3)CC2)c1
-1%	-0.3%	-4.8%	-2%	9%	-1.5%	7%	-9%	11%	Cc1cc(NC(=O)c2ccc(NC(=O)c3cccs3)cc2)no1

Profiles, looked up by structure.
`COc1ccc(S(=O)(=O)N2CCOC23CCN(S(=O)(=O)c2cc(C)ccc2OC)CC3)cc1` is listed as SV40 large T antigen = 15%; HIV peptide binding = ·; XIAP antagonists = ·; LYP phosphatase = ·; MgcRacGAP inhibition = 4%; RSV antiviral HEp-2 = 0.8%; Siah-1 displacement = ·; NS5 inhibitors = 6%; AID2073 = ·
`O=C(Nc1nncs1)c1cc(S(=O)(=O)N2CCCCC2)ccc1Cl` is listed as SV40 large T antigen = 5%; HIV peptide binding = -1.0%; XIAP antagonists = ·; LYP phosphatase = -9%; MgcRacGAP inhibition = 10%; RSV antiviral HEp-2 = 0.5%; Siah-1 displacement = 5%; NS5 inhibitors = 7%; AID2073 = 2%

The results go on.
SV40 large T antigen	HIV peptide binding	XIAP antagonists	LYP phosphatase	MgcRacGAP inhibition	RSV antiviral HEp-2	Siah-1 displacement	NS5 inhibitors	AID2073	compound
0%	-0.9%	0.1%	-7%	5%	-0.5%	-1%	2%	0%	CC(SCC(=O)Nc1ccc(S(=O)(=O)N2CCCCC2)cc1)C(=O)O (configuration not stated)
8%	-1.4%	-6.9%	-2%	9%	1.1%	11%	1%	11%	Cc1ccc(C(=O)OCC(=O)Nc2ccc3c(c2)OCO3)o1
8%	0.2%	-8.1%	-5%	4%	1.1%	-2%	-3%	-9%	CCNC(=S)NN=C1CCC(C(C)(C)C)CC1 (configuration not stated)
24%	2.6%	-2.5%	0%	-2%	0.1%	3%	-4%	-3%	O=S(=O)(N/N=C\C=C\c1ccccc1)c1ccc(Br)cc1
10%	-2.4%	·	2%	8%	0.1%	5%	-1%	-5%	Cc1c([N+](=O)[O-])c2ccc(O)cc2n1-c1ccccc1
3%	0.9%	-3.2%	5%	9%	7.8%	-2%	15%	-10%	CCOc1cc(Br)c(/C=C2/C(=O)N(C)C(=S)N2CC(=O)OC)cc1OC
7%	-1.1%	·	-8%	6%	1.9%	4%	-5%	2%	COC(=O)c1cc(S(=O)(=O)NCC(C)c2ccccc2)cn1C (configuration not stated)
15%	2.9%	-6.4%	7%	9%	7.2%	2%	-4%	22%	O=C(CSc1ccc(Cl)cc1)N1CCC(c2nc3ccccc3s2)CC1
6%	0.3%	·	-3%	6%	1.2%	-1%	-6%	-2%	Cc1cccc(NS(=O)(=O)c2ccc3c(c2)CCC(=O)N3)c1
10%	·	·	·	5%	-0.1%	·	0%	·	COC(=O)c1ccc(NC(=O)COc2coc(CN3CCc4ccccc43)cc2=O)cc1
15%	-1.6%	·	-7%	12%	0.1%	-2%	-7%	7%	COc1cccc(C2CC(=O)Nc3n[nH]c(-c4ccccc4)c32)c1OC (configuration not stated)
-2%	-0.7%	-1.3%	-10%	10%	3.4%	0%	2%	-11%	O=C(O)CCCC(=O)Nc1ccccc1-n1ccnc1

3 entries from above, ordered by SMILES length, ascending:
SV40 large T antigen	HIV peptide binding	XIAP antagonists	LYP phosphatase	MgcRacGAP inhibition	RSV antiviral HEp-2	Siah-1 displacement	NS5 inhibitors	AID2073	compound
8%	0.2%	-8.1%	-5%	4%	1.1%	-2%	-3%	-9%	CCNC(=S)NN=C1CCC(C(C)(C)C)CC1 (configuration not stated)
6%	0.3%	·	-3%	6%	1.2%	-1%	-6%	-2%	Cc1cccc(NS(=O)(=O)c2ccc3c(c2)CCC(=O)N3)c1
10%	·	·	·	5%	-0.1%	·	0%	·	COC(=O)c1ccc(NC(=O)COc2coc(CN3CCc4ccccc43)cc2=O)cc1

The listing continues:
SV40 large T antigen	HIV peptide binding	XIAP antagonists	LYP phosphatase	MgcRacGAP inhibition	RSV antiviral HEp-2	Siah-1 displacement	NS5 inhibitors	AID2073	compound
3%	0.8%	-2.5%	-7%	5%	2.2%	6%	-1%	6%	COC(=O)[C@@H](NC(=O)c1ccc(OC2CCN(Cc3ccccn3)CC2)cc1)C(C)C
15%	0.3%	-6.2%	-6%	8%	-0.7%	-3%	5%	5%	COc1ccccc1CN1CCNC(=O)C1CC(=O)NCCC1=CCCCC1 (configuration not stated)
15%	-0.4%	-2.7%	-4%	10%	1.1%	4%	3%	7%	O=C(COc1ncnc2ccc(Br)cc12)NCc1ccc2c(c1)OCO2
5%	43%	-9.7%	4%	3%	1.8%	7%	?	21%	COc1ccc(Cn2c3ccc(OC)cc3c3nc4ccccc4nc32)cc1
14%	0.3%	-2.7%	0%	-1%	6.4%	0%	-5%	12%	CSc1ccc(S(=O)(=O)Nc2ccc3c(c2)OCCO3)cc1
2%	17%	3.8%	-10%	-3%&8%	?	-4%	1%&5%	-3%	CCCc1ccc(OCC(O)CN2CCN(c3ccccc3)CC2)cc1 (configuration not stated)
-1%	-1.0%	·	-8%	-3%	2.1%	-2%	-2%	8%	Cc1cccc(N2CC(C(=O)Nc3ccc(S(=O)(=O)N4CCOCC4)cc3)CC2=O)c1C (configuration not stated)
21%	0.7%	-4.7%	7%	5%	1.4%	8%	-7%	16%	Cc1ccccc1-n1c(SCC(=O)N/N=C/C=C/c2ccccc2[N+](=O)[O-])nc2ccccc2c1=O
-5%	-0.4%	-3.9%	-8%	2%	2.4%	0%	-3%	-10%	Cc1ccc(C2(C)NC(=O)N(CC(=O)NCCC3=CCCCC3)C2=O)cc1 (configuration not stated)
1%	-0.8%	-9.2%	-4%	2%	0.8%	-2%	1%	-4%	C/C(=N\NC(=O)c1cccnc1)c1c(O)cc(C)oc1=O
-1%	6.1%	-2.5%	-1%	·	0.3%	2%	·	3%	O=C(Nc1ccccc1Cl)C1CC(=O)n2c(nc3ccccc32)N1 (configuration not stated)
8%	-1.2%	·	-14%	5%	0.4%	11%	-2%	2%	COc1ccccc1CNS(=O)(=O)c1c(C)[nH]c(C)c1C(=O)N1CCCC1
2%	2.1%	-7.2%	7%	10%	-0.1%	-4%	-11%	38%	CCO[C@@H]1OC(C(=O)O)=C[C@H](c2ccc3c(c2)OCO3)[C@H]1CCCO
4%	0.8%	·	-9%	9%	3.3%	-3%	2%	-1%	CCN1CCc2nc3ccccc3c(C(=O)Nc3ccc(F)cc3)c2C1
7µM*	-2.4%	·	2%	23%	10%	0%	3%	-29%	CN(C)c1ccc(NC(=O)c2ccc(N3CCOCC3)nc2)cc1
7%	-1.4%	-4.9%	-7%	3%	3.4%	6%	-1%	-2%	O=C1C2CC=CCC2C(=O)N1c1n[nH]c(Cc2ccccc2)n1 (configuration not stated)
7%	0.3%	-1.4%	-2%	10%	0.0%	0%	5%	9%	COc1ccc(Cl)cc1C(=O)NNC(=O)c1cccc([N+](=O)[O-])c1
5%	0.5%	-12%	-5%	-9%	1.1%	1%	-9%	-12%	CCOC(=O)C1CCCN(C(=O)c2cccc(NC(=O)C(CC)CC)c2)C1 (configuration not stated)
5%	-0.3%	-5.8%	0%	-3%	3.5%	4%	-3%	14%	CCS(=O)(=O)Nc1cccc(-c2nc3cccnc3s2)c1C
6%	3.2%	-18%	-1%	-2%	0.5%	10%	-7%	-1%	O=C(CCC(=O)Nc1ccccc1)N/N=C/C=C/c1ccccc1
2%	0.8%	·	-11%	4%	0.5%	-7%	1%	11%	Cc1ccc(C(=O)NC2CCCCC2)cc1S(=O)(=O)N1CCCC1
12%	-0.5%	-3.6%	-1%	2%	-0.1%	3%	3%	44%	COc1ccccc1C(=O)n1nc(-c2ccco2)nc1N
4%	0.9%	0.0%	2%	4%	-1.1%	-3%	-4%	1%	COc1ccc([N+](=O)[O-])cc1N(CC(=O)NCCSc1ccc(C)cc1)S(C)(=O)=O
10%	0.7%	-8.5%	-5%	11%	-0.6%	-6%	1%	1%	CNC(=O)NC(=S)NC(=O)c1cccc(Cl)c1
12%	-1.6%	-3.7%	-6%	5%	2.9%	-1%	-3%	-3%	COc1ccc(COC(=O)c2ccc(N3CCCC3=O)cc2)cc1F
12%	-0.1%	-4.1%	-2%	-1%	0.5%	9%	·	-1%	Cc1occc1C(=O)N/N=C/c1ccccn1
